Assay outcomes from PubChem BioAssay.
NSD2 inh – inhibitors of human NSD2 methyltransferase. O96028. NSD2-SET H3K36me1 DELFIA fluorescence, biochemical. inhibition, % at 12.5 µM. 44,000 compounds, 0.07% hits; in the data active means inhibition above about 54%, passing the limit was not always enough; inconclusive means no clear call, values can overlap the other calls;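 further: inhibitors reduce the monomethyl H3K36 fluorescence signal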
Target sequence (O96028 whole entry, looked up): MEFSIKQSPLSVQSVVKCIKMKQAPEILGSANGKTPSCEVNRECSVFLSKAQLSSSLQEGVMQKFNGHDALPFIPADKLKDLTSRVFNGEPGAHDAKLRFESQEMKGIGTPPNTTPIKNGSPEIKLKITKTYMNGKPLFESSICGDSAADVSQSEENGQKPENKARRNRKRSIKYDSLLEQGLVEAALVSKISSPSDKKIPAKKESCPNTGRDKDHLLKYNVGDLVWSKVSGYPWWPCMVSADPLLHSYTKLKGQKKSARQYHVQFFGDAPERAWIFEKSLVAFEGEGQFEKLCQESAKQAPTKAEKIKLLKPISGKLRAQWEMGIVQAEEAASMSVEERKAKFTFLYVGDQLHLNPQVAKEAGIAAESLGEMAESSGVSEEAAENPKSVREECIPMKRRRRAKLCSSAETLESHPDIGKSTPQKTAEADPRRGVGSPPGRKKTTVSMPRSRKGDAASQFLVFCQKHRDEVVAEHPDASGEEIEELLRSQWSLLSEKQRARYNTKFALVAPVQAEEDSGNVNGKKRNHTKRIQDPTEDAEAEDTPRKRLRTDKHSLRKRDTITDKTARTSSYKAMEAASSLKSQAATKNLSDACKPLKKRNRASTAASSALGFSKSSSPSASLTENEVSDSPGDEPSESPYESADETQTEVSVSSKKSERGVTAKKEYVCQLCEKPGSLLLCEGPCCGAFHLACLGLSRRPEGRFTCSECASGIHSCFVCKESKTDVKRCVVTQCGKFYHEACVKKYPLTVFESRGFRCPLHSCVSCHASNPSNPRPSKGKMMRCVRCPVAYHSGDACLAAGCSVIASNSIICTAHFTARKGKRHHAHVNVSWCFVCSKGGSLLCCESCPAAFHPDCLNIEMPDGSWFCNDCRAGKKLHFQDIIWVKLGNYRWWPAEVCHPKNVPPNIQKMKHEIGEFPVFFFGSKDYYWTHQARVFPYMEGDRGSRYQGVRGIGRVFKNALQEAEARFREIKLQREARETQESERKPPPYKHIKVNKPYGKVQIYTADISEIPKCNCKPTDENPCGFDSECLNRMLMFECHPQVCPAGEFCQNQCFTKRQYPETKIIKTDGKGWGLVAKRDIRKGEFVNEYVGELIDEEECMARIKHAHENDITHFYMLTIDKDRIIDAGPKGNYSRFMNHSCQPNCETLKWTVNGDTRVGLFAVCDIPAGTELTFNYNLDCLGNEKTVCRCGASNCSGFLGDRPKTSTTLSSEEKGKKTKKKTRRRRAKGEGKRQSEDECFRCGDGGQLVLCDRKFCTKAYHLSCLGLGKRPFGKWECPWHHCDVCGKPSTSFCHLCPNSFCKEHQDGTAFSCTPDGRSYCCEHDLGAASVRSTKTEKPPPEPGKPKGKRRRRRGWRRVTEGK
Starred values were filed as active, the others as inactive; u = inconclusive.

Start of the data: the first 2 records (preview)
no.	NSD2 inh	SMILES
1	-12.9	Cc1ccc(S(=O)(=O)N(C)C[C@H]2Oc3ccc(NC(=O)Nc4ccc5c(c4)OCO5)cc3CC(=O)N([C@@H](C)CO)C[C@@H]2C)cc1
2	-1.4	C[C@H](CO)N1C[C@H](C)[C@H](CN(C)C(=O)C2CCCCC2)OCCCC[C@H](C)Oc2ccc(NS(=O)(=O)c3cn(C)cn3)cc2C1=O

Main list, previewed entries included:
no.	NSD2 inh	SMILES
1	-12.9	Cc1ccc(S(=O)(=O)N(C)C[C@H]2Oc3ccc(NC(=O)Nc4ccc5c(c4)OCO5)cc3CC(=O)N([C@@H](C)CO)C[C@@H]2C)cc1
2	-1.4	C[C@H](CO)N1C[C@H](C)[C@H](CN(C)C(=O)C2CCCCC2)OCCCC[C@H](C)Oc2ccc(NS(=O)(=O)c3cn(C)cn3)cc2C1=O
3	u	CCC(=O)N(C)C[C@H]1Oc2ncc(-c3cccc(OC)c3)cc2C(=O)N([C@H](C)CO)C[C@H]1C
4	-0.6	CC(C)CC#Cc1ccc2c(c1)O[C@H](CN(C)C(=O)Cc1ccccc1)[C@@H](C)CN([C@H](C)CO)S2(=O)=O
5	7.7	COc1ccc(NC(=O)Nc2ccc3c(c2)CC(=O)N([C@@H](C)CO)C[C@H](C)[C@H](CN(C)C(=O)NC2CCCCC2)O3)cc1
6	1.5	C[C@H]1CN([C@@H](C)CO)S(=O)(=O)c2ccc(C#CC3CC3)cc2O[C@H]1CN(C)C(=O)c1cnccn1
7	-0.8	C[C@@H]1CN([C@@H](C)CO)C(=O)c2cc(C#CC3CC3)cnc2O[C@H]1CN(C)Cc1ccccn1
8	-4.0	CC(C)[C@H](C)NC(=O)N(C)C[C@@H]1OCc2ccccc2-c2c(n(C)c3ccccc23)C(=O)N([C@H](C)CO)C[C@H]1C
9	1.0	O=C(O)CC/C=C/CC1COC(c2ccccc2Cl)OC1c1ccccc1O (stereo unspecified)
10	2.0	CNCCCC12CCC(c3ccccc31)c1ccccc12
11	-1.0	C[C@H](CO)N1C[C@H](C)[C@@H](CN(C)C(=O)Nc2ccc(F)cc2)Oc2ccc(NS(=O)(=O)c3cn(C)cn3)cc2C1=O
12	2.8	C[C@@H](O)C#Cc1cnc2c(c1)C(=O)N([C@@H](C)CO)C[C@H](C)[C@H](CN(C)C(=O)c1ccc(F)cc1)O2
13	-4.5	Cc1noc(C)c1S(=O)(=O)N(C)C[C@@H]1Oc2ccc(NC(=O)Nc3cccc4ccccc34)cc2CC(=O)N([C@H](C)CO)C[C@@H]1C
14	2.7	C[C@H]1CN([C@@H](C)CO)C(=O)c2cc(N(C)C)ccc2O[C@@H]1CN(C)CC1CCCCC1
15	0.5	CC(C)NC(=O)Nc1ccc2c(c1)C(=O)N([C@@H](C)CO)C[C@@H](C)[C@@H](CN(C)C(=O)C1CCCCC1)OCCCC[C@H](C)O2
16	2.7	C[C@@H]1CN([C@@H](C)CO)C(=O)CCCn2nncc2CO[C@@H]1CN(C)C(=O)c1ccc2ccn(C)c2c1
17	1.4	O=C(C[C@H]1C=C[C@H](NC(=O)CCN2CCCCC2)[C@@H](CO)O1)Nc1ccc(-c2ccccc2)cc1
18	6.2	COc1ccc(C#Cc2cnc3c(c2)C(=O)N([C@H](C)CO)C[C@H](C)[C@H](CN(C)S(=O)(=O)c2ccc(C)cc2)O3)cc1OC
19	-3.5	COC(=O)CCCCCCC(=O)N/N=C/c1ccc2ccccc2c1O
20	1.8	Cc1ccc(S(=O)(=O)N(C)C[C@@H]2OCCCC[C@H](C)Oc3ccc(NC(=O)Nc4cccc5ccccc45)cc3C(=O)N([C@@H](C)CO)C[C@H]2C)cc1
21	-0.4	COc1ccc(CN(C)C[C@@H]2Oc3ccc(NS(=O)(=O)c4cn(C)cn4)cc3CC(=O)N([C@@H](C)CO)C[C@@H]2C)cc1
22	-7.1	C[C@@H]1CN([C@H](C)CO)C(=O)c2cc(C#Cc3ccccn3)cnc2O[C@@H]1CN(C)C(=O)c1cnccn1
23	-4.5	C[C@@H]1CN([C@H](C)CO)C(=O)Cc2cc(NS(=O)(=O)c3cccs3)ccc2O[C@H]1CN(C)S(=O)(=O)c1ccc(F)cc1
24	2.9	CC(C)C#Cc1cnc2c(c1)C(=O)N([C@H](C)CO)C[C@@H](C)[C@@H](CN(C)S(=O)(=O)c1cn(C)cn1)O2
25	0.6	C[C@@H]1CCCCO[C@@H](CN(C)Cc2ccc(C(F)(F)F)cc2)[C@@H](C)CN([C@H](C)CO)C(=O)c2cc(NC(=O)C3CCCCC3)ccc2O1
26	-0.6	COc1ccc(NC(=O)N(C)C[C@@H]2Oc3ccc(NC(=O)Cc4cn(C)c5ccccc45)cc3C(=O)N([C@@H](C)CO)C[C@@H]2C)cc1
27	-1.4	CCOc1ncnc2ccc(Br)cc12
28	-1.9	CC(C)C#Cc1cnc2c(c1)C(=O)N([C@@H](C)CO)C[C@H](C)[C@H](CN(C)C(=O)c1ccccc1)O2
29	-4.2	COCC(=O)N(C)C[C@@H]1Oc2cc(C#CC3CCCC3)ccc2S(=O)(=O)N([C@@H](C)CO)C[C@H]1C
30	-0.6	O=c1oc(Cl)c(Cl)c2ccccc12
31	57.9*	CC/C(=C(/c1ccccc1)c1ccc(OCCN(C)C)cc1)c1ccccc1
32	-0.2	C[C@@H]1CN([C@H](C)CO)C(=O)c2cc(C#Cc3ccc(F)cc3)cnc2O[C@H]1CN(C)CC1CCOCC1
33	-4.4	COC(=O)Nc1ccc2[nH]cc(CCNC(C)=O)c2c1
34	-5.8	COc1ccc(S(=O)(=O)N(C)C[C@H]2Oc3c(NC(=O)Nc4ccc5c(c4)OCO5)cccc3C(=O)N([C@H](C)CO)C[C@H]2C)cc1
35	2.2	O=C(O)C[C@H]1C[C@@H]2c3cc(NC(=O)Nc4ccc(C(F)(F)F)cc4)ccc3O[C@@H]2[C@@H](CO)O1
36	-0.5	COc1ccc(S(=O)(=O)Nc2ccc3c(c2)C(=O)N([C@H](C)CO)C[C@H](C)[C@@H](CN(C)S(=O)(=O)c2ccccc2)O3)cc1
37	1.9	CN(C)c1ccc2c(c1)[C@H]1C[C@H](CC(=O)NCc3ccncc3)O[C@H](CO)[C@H]1O2
38	-1.2	COc1ccc(NC(=O)Nc2cccc3c2O[C@@H](CN(C)Cc2ccc(C(=O)Nc4ccccc4N)cc2)[C@@H](C)CN([C@@H](C)CO)C3=O)cc1
39	-2.6	COCC(=O)N(C)C[C@@H]1Oc2ncc(C#Cc3ccccc3OC)cc2C(=O)N([C@H](C)CO)C[C@H]1C
40	-1.1	O=C(N[C@H]1C=C[C@H](CC(=O)N2CCOCC2)O[C@@H]1CO)c1ccc2c(c1)OCO2
41	-5.5	C[C@@H]1CCCCO[C@@H](CN(C)C(=O)Nc2ccc3c(c2)OCO3)[C@@H](C)CN([C@H](C)CO)C(=O)c2cc(NC(=O)Nc3ccc(C(F)(F)F)cc3)ccc2O1
42	10.6	C[C@H](CO)N1C[C@H](C)[C@@H](CN(C)CC2CCOCC2)Oc2cc(C#CC3CC3)ccc2S1(=O)=O
43	-53.9	C[C@@H]1CN([C@H](C)CO)C(=O)c2cc(NC(=O)Nc3ccc(F)cc3)ccc2O[C@H]1CN(C)S(=O)(=O)c1ccc(Cl)cc1
44	-2.3	C[C@@H]1CCCCO[C@H](CN(C)Cc2ccc(C(F)(F)F)cc2)[C@H](C)CN([C@H](C)CO)C(=O)c2cc(NC(=O)Nc3ccc4c(c3)OCO4)ccc2O1
45	-2.8	C[C@@H]1CCCCO[C@@H](CN(C)C(=O)Nc2ccccc2)[C@H](C)CN([C@H](C)CO)C(=O)c2cc(NS(=O)(=O)c3ccc(F)cc3)ccc2O1
46	-0.3	COc1ccc(CN(C)C[C@@H]2OCCCC[C@H](C)Oc3ccc(NS(=O)(=O)c4cccs4)cc3C(=O)N([C@@H](C)CO)C[C@H]2C)cc1
47	2.1	CC(C)NC(=O)N(C)C[C@@H]1Oc2ncc(-c3cc4ccccc4o3)cc2C(=O)N([C@H](C)CO)C[C@@H]1C
48	15.5	COCC#Cc1ccc2c(c1)O[C@H](CN(C)Cc1ccccn1)[C@H](C)CN([C@@H](C)CO)S2(=O)=O
49	4.0	COc1cc(SC)ccc1-c1nc2ccncc2[nH]1
50	2.3	Cc1noc(C)c1NC(=O)Nc1ccc2c(c1)C(=O)N([C@@H](C)CO)C[C@H](C)[C@H](CN(C)Cc1ccc3c(c1)OCO3)O2
51	1.8	C[C@H]1CN([C@@H](C)CO)C(=O)CCCn2nncc2CO[C@@H]1CN(C)Cc1cccnc1
52	2.0	O=C(NCc1nc2ccccc2[nH]1)C1=C[C@@H](c2ccc3c(c2)OCO3)C[C@@H](OCc2ccc(CO)cc2)O1
53	5.0	C[C@@H]1CN([C@H](C)CO)C(=O)c2cccc(NC(=O)NC3CCCCC3)c2O[C@H]1CN(C)S(=O)(=O)c1cn(C)cn1
54	-0.3	CNC[C@H]1Oc2ncc(C#CCC3CCCC3)cc2C(=O)N([C@@H](C)CO)C[C@H]1C
55	2.9	Cc1ccc(S(=O)(=O)Nc2cccc3c2O[C@H](CN(C)S(=O)(=O)c2cn(C)cn2)[C@@H](C)CN([C@H](C)CO)C3=O)cc1
56	-1.3	C[C@@H]1CCCCO[C@H](CN(C)C)[C@H](C)CN([C@@H](C)CO)C(=O)c2cc(NC(=O)Cc3ccccc3)ccc2O1
57	18.6	COc1ccc(CN(C)C[C@@H]2Oc3ccc(NS(=O)(=O)c4c(C)noc4C)cc3CC(=O)N([C@H](C)CO)C[C@H]2C)cc1
58	70.5*	CC(C)=CCc1c(O[C@@H]2O[C@H](CO)[C@@H](O)[C@H](O)[C@H]2O)cc(O)c2c1O[C@H](c1ccc(O)cc1)CC2=O
59	13.7	Cc1ccc(S(=O)(=O)N(C)C[C@H]2Oc3ccc(N(C)C)cc3C(=O)N([C@@H](C)CO)C[C@H]2C)cc1
60	4.4	C[C@@H]1CN([C@@H](C)CO)C(=O)Cc2cc(NC(=O)C3CCCCC3)ccc2O[C@H]1CN(C)C

Down the list, from the results shown.
NSD2 inh, compounds 34–42 → -5.8, 2.2, -0.5, 1.9, -1.2, -2.6, -1.1, -5.5, 10.6

Next compounds follow:
no.	NSD2 inh	SMILES
61	-4.2	C/C(=C/CO)CC[C@@H]1[C@@](C)(O)CCC2C(C)(C)CCC[C@]21C (stereo partly specified)
62	-6.3	C[C@H]1CN([C@@H](C)CO)C(=O)c2cccc(NS(=O)(=O)c3ccc(F)cc3)c2O[C@@H]1CN(C)S(=O)(=O)c1ccc(Cl)cc1
63	10.1	C[C@@H]1CN([C@H](C)CO)C(=O)Cc2cc(NS(=O)(=O)c3cccs3)ccc2O[C@H]1CN(C)C
64	7.3	CCc1ccc2[nH]c3nc(C)cc(C)c3c(=O)c2c1
65	7.7	C[C@H]1CN([C@@H](C)CO)C(=O)c2cc(-c3cncnc3)cnc2O[C@@H]1CN(C)Cc1ccccc1
66	2.6	C[C@@H]1CCCCO[C@H](CN(C)C)[C@H](C)CN([C@H](C)CO)C(=O)c2cc(NC(=O)CCCN(C)C)ccc2O1
67	5.5	C[C@H](CO)N1C[C@H](C)[C@@H](CN(C)C(=O)NC2CCCCC2)Oc2ccc(N(C)C)cc2CC1=O
68	-3.2	COc1ccc(S(=O)(=O)Nc2cccc3c2O[C@H](CN(C)C(=O)Nc2ccc4c(c2)OCO4)[C@H](C)CN([C@H](C)CO)C3=O)cc1
69	-1.9	C[C@H]1CN([C@@H](C)CO)C(=O)Cc2cc(NS(=O)(=O)c3ccccc3)ccc2O[C@H]1CN(C)Cc1ccc(Oc2ccccc2)cc1
70	-9.1	O=C(O)C1OC(c2cccc(Cl)c2)=NC12CC2 (stereo unspecified)
71	0.4	Cc1cccc(CN(C)C[C@@H]2Oc3ncc(C#CCN(C)C)cc3C(=O)N([C@H](C)CO)C[C@@H]2C)c1
72	4.3	CC(C)(C)C(=O)Nc1nc(NC(=O)C(C)(C)C)nc(-c2ccccc2Cl)n1

Reformatted with each value named: part of the list above
62	C[C@H]1CN([C@@H](C)CO)C(=O)c2cccc(NS(=O)(=O)c3ccc(F)cc3)c2O[C@@H]1CN(C)S(=O)(=O)c1ccc(Cl)cc1
  NSD2 inh: -6.3

63	C[C@@H]1CN([C@H](C)CO)C(=O)Cc2cc(NS(=O)(=O)c3cccs3)ccc2O[C@H]1CN(C)C
  NSD2 inh: 10.1

64	CCc1ccc2[nH]c3nc(C)cc(C)c3c(=O)c2c1
  NSD2 inh: 7.3

65	C[C@H]1CN([C@@H](C)CO)C(=O)c2cc(-c3cncnc3)cnc2O[C@@H]1CN(C)Cc1ccccc1
  NSD2 inh: 7.7

(cont.)
no.	NSD2 inh	SMILES
73	-5.9	C[C@@H]1CCCCO[C@@H](CN(C)Cc2ccc(C(=O)O)cc2)[C@H](C)CN([C@@H](C)CO)C(=O)c2cc(NC(=O)c3ccncc3)ccc2O1
74	-2.5	COC(=O)c1ccccc1NC(=O)c1ccc(F)cc1
75	-3.7	CC(C)NC(=O)Nc1ccc2c(c1)C(=O)N([C@H](C)CO)C[C@H](C)[C@@H](CN(C)S(=O)(=O)c1cccs1)OCCCC[C@@H](C)O2
76	-1.6	C[C@@H]1CCCCO[C@H](CN(C)S(=O)(=O)c2ccc(F)cc2)[C@@H](C)CN([C@H](C)CO)C(=O)c2cc(NC(=O)c3ccncc3)ccc2O1
77	2.0	C[C@@H]1CCCCO[C@@H](CN(C)C(=O)Nc2ccc(F)cc2)[C@@H](C)CN([C@H](C)CO)C(=O)c2cc(NC(=O)Nc3cccc4ccccc34)ccc2O1
78	-6.2	COc1cc2c(cc1OC)CN(C(=O)[C@@H]1[C@H]3C(=O)O[C@H](c4ccccc4)[C@H](c4ccccc4)N3[C@H](c3ccc(OCCO)cc3)[C@@]13C(=O)Nc1ccccc13)CC2
79	0.4	COCC#Cc1cnc2c(c1)C(=O)N([C@@H](C)CO)C[C@@H](C)[C@H](CN(C)C(=O)c1ccc(F)cc1)O2
80	-23.9	CCC(=O)N(C)C[C@H]1Oc2ncc(C#Cc3ccc(OC)cc3)cc2C(=O)N([C@H](C)CO)C[C@H]1C
81	5.1	COC1=CC(=O)CC(C)C12Oc1cc(OC)cc(O)c1C2=O (stereo unspecified)
82	-1.5	C[C@@H]1CN([C@@H](C)CO)C(=O)c2cc(NC(=O)Cn3cnnn3)ccc2O[C@@H]1CN(C)CC1CC1
83	-6.1	CCCCCC[C@@H]([C@@H](C)O)n1cnc2c(N)ncnc21
84	8.2	CNC[C@H]1Oc2ccc(NS(=O)(=O)c3ccc(F)cc3)cc2CC(=O)N([C@H](C)CO)C[C@@H]1C

These rows are one share of the data; count on the stated rates, not on these rows.
